PABP1 MLLE inh – blocks PAM2 peptide binding to the PABP1 MLLE domain. P11940. GST-MLLE / FITC-PAM2 fluorescence polarization. inhibition, % at 20 µM. 360,000 tested, 0.36% active; in the data active = inhibition above about 35%, passing the limit was not always enough;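 also: plate controls were DMSO wells with GST-MLLE for no effect and wells lacking GST-MLLE protein for full effect; some results filed as inactive read as strong as hits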
Target sequence (P11940 whole entry, looked up, the tested form may be a part): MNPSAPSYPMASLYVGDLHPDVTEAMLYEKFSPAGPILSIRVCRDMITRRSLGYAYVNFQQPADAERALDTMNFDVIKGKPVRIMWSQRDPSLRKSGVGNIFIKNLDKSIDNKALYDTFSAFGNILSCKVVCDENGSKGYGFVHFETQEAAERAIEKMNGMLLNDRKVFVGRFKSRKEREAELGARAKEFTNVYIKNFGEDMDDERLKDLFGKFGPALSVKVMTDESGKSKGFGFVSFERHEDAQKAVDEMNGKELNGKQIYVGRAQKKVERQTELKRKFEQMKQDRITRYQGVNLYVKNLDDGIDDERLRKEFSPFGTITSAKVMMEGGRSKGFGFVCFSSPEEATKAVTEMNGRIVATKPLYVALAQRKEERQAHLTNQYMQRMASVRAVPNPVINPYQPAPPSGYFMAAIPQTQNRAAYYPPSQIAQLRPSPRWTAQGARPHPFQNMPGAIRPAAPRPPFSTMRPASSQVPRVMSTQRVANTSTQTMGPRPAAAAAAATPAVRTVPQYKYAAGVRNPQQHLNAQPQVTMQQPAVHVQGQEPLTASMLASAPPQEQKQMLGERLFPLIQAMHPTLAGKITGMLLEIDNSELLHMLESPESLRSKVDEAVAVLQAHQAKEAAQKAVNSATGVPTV
FAS TE block – FAS thioesterase (human) inhibition. P49327. recombinant FAS-TE, OMFH fluorogenic substrate, fluorescence endpoint. inhibition, % at 15 µM. 360,000 tested, 0.67% active;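 active = compounds whose normalised, plate-corrected inhibition of enzyme fluorescence in the single-dose primary screen is 50% or more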;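 also: 0% = DMSO with enzyme and 100% = substrate without enzyme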
CSN inh – inhibitors of human CSN-mediated cullin deneddylation; inhibition, % at 12.5 µM; Q92905; AID 651999; Purified CSN, SCF-Nedd8-OG deneddylation, fluorescence polarization; 360,000 tested, 0.38% active;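 active = pattern-corrected inhibition above about 35%, with an unprinted fluorescence ratio check between 0.5 and 1.5, limit read from the data, passing the limit was not always enough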;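 also: 0% = enzyme with substrate and 100% = substrate without enzyme; some results filed as inactive read as strong as hits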
Target sequence (Q92905 whole entry, looked up, one chain of several): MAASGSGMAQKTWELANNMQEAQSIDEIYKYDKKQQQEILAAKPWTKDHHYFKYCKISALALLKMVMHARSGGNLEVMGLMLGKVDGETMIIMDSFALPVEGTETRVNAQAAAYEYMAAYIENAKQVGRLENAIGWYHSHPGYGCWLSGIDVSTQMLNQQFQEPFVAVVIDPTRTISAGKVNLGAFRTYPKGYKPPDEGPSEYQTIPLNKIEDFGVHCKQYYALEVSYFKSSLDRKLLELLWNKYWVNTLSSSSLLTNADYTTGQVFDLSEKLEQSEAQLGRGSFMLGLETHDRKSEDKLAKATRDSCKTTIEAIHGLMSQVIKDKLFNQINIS
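Assay system: purified human Csn5 enzyme expressed in HEK293T cells; Input: 0.24 nM Csn5 enzyme, final concentration; Reagent: 10 nM SCFSkp2-Nedd8OG; Compound dosing: 12.5 µM single point; Times: reaction 90 min, room temperature; Technique: fluorescence polarization readout.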
bovine MsrA act – bovine methionine sulfoxide reductase A activation. purified bovine MsrA, absorbance read-out. activation, % at 10.6 µM. 360,000 tested, 0.3% active. AID 602163; in the data active = activation above about 7.5%;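 also: 0% = vehicle and 100% = reference activator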
Tb MetRS inh – Trypanosoma brucei MetRS inhibition; purified T. brucei MetRS, ATP depletion, Kinase-Glo luminescence; inhibition, % at 11.9 µM; 360,000 tested, 0.4% active;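 active = inhibition above a per-plate cutoff of the control wells' mean inhibition plus 3 SD, cut at about 5.5% in these data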;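 also: 0% = DMSO wells median and 100% = median of wells with control inhibitor compound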
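Material: T. brucei methionyl-tRNA synthetase, purified; reagent: substrates ATP, L-methionine and bulk Escherichia coli tRNA; dosing: 11.9 µM single point; timing: 15 min plus 2 h at 25 °C; detection: luminescence of leftover ATP; evaluation: % inhibition; control set: DMSO-only wells as low control; replicates: singlicate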
Rin1 Abl inh – blocks binding of human Rin1 to Abl. P00519+Q13671. TR-FRET Rin1/Abl binding, biochemical. inhibition, % at 7.35 µM. 360,000 tested, 0.4% active. AID 588664; in the data active = inhibition above about 5%, passing the limit was not always enough
Neddyl block – cullin neddylation inhibition | calls only at 25 µM | 360,000 tested, 0.58% active | TR-FRET cullin neddylation, biochemical | AID 651699 | P61081+Q13564; in the data active = inhibition above about 36%
eLon inh – E. coli protease La inhibition | P0A9M0 | inhibition, % at 7.94 µM | purified E. coli Lon protease, fluorescence polarization | AID 602123 | 360,000 tested, 0.42% active; in the data active = inhibition above about 13%, passing the limit was not always enough;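 also: 0% = enzyme with probe and DMSO and 100% = no enzyme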
MsrA inh – inhibitors of bovine MsrA | purified bovine MsrA, absorbance read-out | inhibition, % at 15.5 µM | 360,000 tested, 0.75% active | AID 651718; in the data active = inhibition above about 4.5%;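 also: 0% = vehicle wells with enzyme and 100% = reference inhibitor wells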
Starred values were filed as active, the others as inactive; i = inactive; · = not tested or not shown; + = active, no number.

Order of results – PABP1 MLLE inh	FAS TE block	CSN inh	bovine MsrA act	Tb MetRS inh	Rin1 Abl inh	Neddyl block	eLon inh	MsrA inh
> CN1C(=O)C(CC(=O)Nc2ccc(F)cc2)N(NC(=O)c2cccc(F)c2)C1=S (stereo not drawn)
  -20	-2	-2	-1	2.5	-2	i	-5	-0.4
> COc1ccccc1N(C)S(=O)(=O)c1ccc(C(=O)OCC(=O)NCCC2=CCCCC2)cc1
  3	33	-3	5	-0.6	2	i	7	-0.5
> COc1ccccc1CNC(=O)CCNC(=O)Cn1cnc2ccccc2c1=O
  7	-5	-3	8.8*	-0.3	0	i	-7	-0.6
> CCOc1ncccc1C(=O)OCC(=O)Nc1ccc(S(=O)(=O)N2CCCC2)cc1
  -15	-1	-1	-1	-0.2	4	i	11	2.1
> O=C(CN1CCOc2ccccc21)NCc1ccco1
  7	-2	-5	0	-0.5	-3	i	-11	-1.0
> CCOc1ccc2nc(NC(=O)CS(=O)(=O)c3ccc(C)cc3)sc2c1
  16	1	-7	-10	-1.7	-2	i	-17	1.6
> CCc1c(C2CC2)ncn1Cc1cccc(-c2ccccc2)c1
  ·	·	3	·	0.0	·	i	·	-0.5
> COc1ccc(C2=NN(C(=O)CCC(=O)O)C(c3ccc([N+](=O)[O-])cc3)C2)cc1 (stereo not drawn)
  14	-1	1	-5	-0.5	-1	i	-7	-0.8
> CC(C(=O)O)N1C(=O)c2cccc3cccc1c23 (stereo not drawn)
  -5	-4	-3	-6	1.0	1	i	-9	0.8
> CCOc1ccc(-n2cccc2C=O)cc1
  4	-4	-1	-4	-0.6	0	i	-4	-0.1
> C[C@@H]1C=C(C(=O)NCc2ccccc2)O[C@H](OCc2ccc(CO)cc2)C1
  8	-8	-4	-1	-0.1	-1	i	-5	1.0
> Cc1ccc(S(=O)(=O)NC2CCCCCCC2)cc1
  -9	6	5	-3	1.8	-2	i	6	-0.8
> CCOCCC(=O)Nc1ccc2c(c1)c(=O)n(C)n2CC=C(C)C
  13	-5	-4	-9	-0.6	1	·	-9	0.5
> COc1cc(NC(=O)c2ccc(C)cc2C)ccc1NC(=O)c1cc2ccccc2o1
  8	-3	3	-1	-0.9	-2	·	0	0.3
> CC[n+]1ccc(C)c2cc(S(=O)C(F)(F)F)ccc21 (stereo not drawn)
  20	-9	-2	-2	0.0	1	i	-5	·

Three compounds from above, ordered by their value in MsrA inh, lowest first.
structure | MsrA inh
COc1ccc(C2=NN(C(=O)CCC(=O)O)C(c3ccc([N+](=O)[O-])cc3)C2)cc1 (stereo not drawn) | -0.8
COc1cc(NC(=O)c2ccc(C)cc2C)ccc1NC(=O)c1cc2ccccc2o1 | 0.3
C[C@@H]1C=C(C(=O)NCc2ccccc2)O[C@H](OCc2ccc(CO)cc2)C1 | 1.0

Further structures.
Order of results – PABP1 MLLE inh	FAS TE block	CSN inh	bovine MsrA act	Tb MetRS inh	Rin1 Abl inh	Neddyl block	eLon inh	MsrA inh
> O=C(Nc1cc([N+](=O)[O-])ccc1O)c1cccc(C(=O)Nc2cc([N+](=O)[O-])ccc2O)c1
  6	10	7	-3	-0.2	-1	i	5	0.6
> CC1(c2ccccc2)NC(=O)N(CC(=O)N(c2ccccc2)C2CCS(=O)(=O)C2)C1=O (stereo not drawn)
  -41	-6	1	-2	-0.1	0	i	9	-0.6
> O=C(c1ccc2c(c1)OCCO2)N1CCCC(CNS(=O)(=O)c2cccs2)C1 (stereo not drawn)
  10	-4	3	-1	-0.5	2	i	-2	-1.0
> Cc1cc(C)cc(COn2ccnc2)c1
  -2	-5	3	-2	-1.2	-4	i	2	-1.5
> Cc1cccc(C)c1Nc1nnc(SCC(=O)NCc2ccco2)s1
  1	-1	-3	0	0.2	-3	i	-10	-0.6
> Cc1cc(NC(=O)CSCC(=O)N(C)Cc2ccc(Cl)c(Cl)c2)no1
  -3	0	0	-3	-0.4	-1	i	3	-0.6
> COc1cc(/C=C(/C#N)C(=O)Nc2cc(C(F)(F)F)ccc2Cl)ccc1OCC(=O)Nc1cccc(C(F)(F)F)c1
  -25	-6	2	-5	-0.2	2	i	-7	1.3
> O=[N+]([O-])c1ccccc1S(=O)(=O)Nc1cccc(-c2ccc(N3CCCC3)nn2)c1
  -5	30	2	-1	-0.1	-4	i	-3	2.0
> O=C(N/N=C/c1sc(N2CCOCC2)nc1-c1ccccc1)c1ccccc1O
  -11	-2	3	-6	0.2	-3	+	-8	6.5*
> Cn1ncc([N+](=O)[O-])c1C(=O)Nc1nc2ccccc2n1CCN1CCCCC1
  3	-5	-4	0	-0.1	2	i	-3	1.2
> Cc1cc(C)n2c(Nc3ccc4c(c3)OCCO4)c(-c3ccccn3)nc2n1
  ·	-9	2	-2	0.5	·	i	-1	0.1
> Cc1cccc(CSc2nnc(C)c(=O)n2N)c1
  4	-16	-9	-8	-0.8	-2	i	8	0.8
> Cc1ccc(-c2cc(C(=O)Nc3cc(C)on3)no2)cc1
  16	-9	3	-5	-0.8	1	i	-2	0.2
> COCCSc1ncnc2c1oc1nc3c(cc12)COC(C)(C)C3
  -2	-1	-4	-4	-0.1	-1	i	-3	2.2
> Cc1nc(C)c(C(=O)N/N=C/c2cn(C)c3ccccc23)s1
  -3	-7	6	-2	0.1	0	i	-4	5.1*
> COCCN(C(=O)c1csnn1)C(C(=O)NC1CCCCC1)c1sccc1C (stereo not drawn)
  8	-4	0	-3	-0.9	-1	i	8	-0.2
> CC(=O)N1CCCc2cc(S(=O)(=O)N3CCCC(C(=O)N4CCN(c5cccc(Cl)c5)CC4)C3)ccc21 (stereo not drawn)
  -2	16	2	-2	-0.5	3	i	2	-0.1
> CCCNC(=O)NC(=O)CSc1ccc2c(c1)OCCO2
  16	-9	3	-8	-0.8	-4	i	-1	0.3
> COc1ccc(/C=N/NC(=O)c2ccccc2O)cc1Cn1cc([N+](=O)[O-])cn1
  2	6	-1	-5	-0.4	-1	i	9	1.8
> NC(=O)N/N=C/c1cc(Br)ccc1OC(=O)c1ccccc1
  -11	-3	2	-2	-0.2	1	i	-4	0.0
> COc1cc(/C=C/C(=O)NNc2c(F)c(F)cc(F)c2F)ccc1OC(F)F
  -8	5	0	0	0.0	-1	i	7	·
> CC(=O)Oc1ccc2nc(/C=C/c3ccc(C=O)cc3)oc(=O)c2c1
  -3	3	3	-6	0.1	0	i	6	1.3
> O=C(Nc1ccc(C(=O)N2CCOCC2)cc1)c1ccccc1[N+](=O)[O-]
  -7	-7	7	-6	-0.6	-1	i	-12	-0.3
> CN(C(=O)CSc1nnc(C2CC2)n1-c1ccccc1)C1CCS(=O)(=O)C1 (stereo not drawn)
  11	-7	6	-11	-0.3	1	i	2	1.1
> O=C1NC(=O)/C(=C/c2ccccc2Oc2ccc(Cl)cc2)S1
  -3	25	3	-1	0.1	-4	i	1	0.2
> O=[N+]([O-])c1c(Nc2ccccc2O)cc(Cl)c2nonc12
  27	65*	5	-2	-0.8	-2	i	8	-0.1
> O=C(NNC(=O)c1ccccc1Cl)c1ccc2c(=O)n3c(nc2c1)CCC3
  1	-4	2	-3	-0.4	-4	i	1	1.3
> O=C(CCCc1ccccn1)c1ccccc1
  -11	-10	1	0	-0.2	-1	i	-10	-0.6
> N=C1/C(=C/c2ccc(OCc3ccccc3F)cc2)C(=O)N=C2SC(CC(=O)N3CCOCC3)=NN12
  1	-1	3	-5	-0.3	4	i	3	0.6
> CC(/C=C/c1ccccc1)=N\Nc1ccccc1[N+](=O)[O-]
  -17	26	-3	-1	0.9	2	i	-2	-0.3
> O=C(NCc1nc2ccccc2[nH]1)C1=C[C@H](c2csc3ccccc23)C[C@H](OCc2ccc(CO)cc2)O1
  1	46	114	-2	58*	1	i	-10	1.6
> CCOc1ccc(NC(=O)COC(=O)Cc2ccsc2)cc1
  -9	-1	-7	4	0.3	4	i	-2	-0.5
> C=CCOc1cccc(/C=N/NC(=O)C(OC)c2ccccc2)c1 (stereo not drawn)
  -1	2	-2	4	-0.8	-2	i	8	2.0
> COC(=O)c1ccc(SCC(=O)NC2CCCCC2)c([N+](=O)[O-])c1
  -4	2	1	-1	0.0	-4	i	-6	-0.2
> NS(=O)(=O)c1ccc(CNC(=O)CCCSc2ccccc2)cc1
  -9	-1	3	-3	-2.4	2	i	4	-0.1
> Cc1cc(C)c(S(=O)(=O)N2CCOC2CNC(=O)C(=O)NCCc2c[nH]c3ccccc23)c(C)c1 (stereo not drawn)
  -12	7	-5	-1	1.4	1	i	-1	-0.1
> COc1ccc(C2CC(=O)C=C(O)C2)cc1 (stereo not drawn)
  6	-7	-5	-8	-0.9	-3	i	2	0.9
> COc1ccccc1NC(=O)NNC(=O)CCN1CCOCC1
  3	-10	1	-3	-0.3	3	i	10	-1.0
> CCCCNc1nc2ccccc2n1CC(=O)N1CCc2ccccc2C1
  -4	-5	2	1	1.0	2	i	-6	-0.3
> N#Cc1c(NC(=O)CN2CCOCC2)oc(-c2ccccc2)c1-c1ccccc1
  -8	6	-2	-4	-1.1	2	i	-12	1.3
> CCCC(=O)Nc1ncnc2c1ncn2[C@@H]1O[C@@H]2OP(=O)(O)OC[C@H]2[C@H]1OC(=O)CCC
  -5	-8	3	-6	-1.9	-1	i	-13	0.0
> CCC1c2ccc(C)n2CCN1C(=O)Nc1cc(Cl)ccc1OC (stereo not drawn)
  12	8	0	-9	-0.8	6	i	4	0.6
> Cc1ccc(NC(=O)c2nc3nccc(C)n3n2)c(C)c1
  -2	-7	-4	-1	0.3	0	i	-1	-1.3
> CCOc1ccc(NC(=O)CSc2nnc(-c3cc(C)[nH]n3)n2N)cc1
  -8	-4	-3	-1	-0.5	-1	i	-2	2.6
> NS(=O)(=O)c1ccc(Nc2c([N+](=O)[O-])cncc2[N+](=O)[O-])cc1
  1	-3	3	0	-0.2	1	i	-8	-0.3
> CCOc1ccc(S(=O)(=O)NCCC(=O)Nc2ncccc2C)cc1
  3	0	2	-1	-0.1	-1	i	-12	1.1
> COC(=O)C1CCN(c2cnccn2)CC1
  5	-6	4	-5	-0.4	4	i	-8	0.8
> Cn1nc(-c2ccc(Cl)cc2)c2cc(C(=O)NCCCN3CCCC3)sc21
  -20	-5	-1	-7	-0.8	2	·	-3	-0.9
> CC1CCN(C(=O)COC(=O)c2ccc3c(c2)OCO3)CC1
  9	-4	-5	-2	-0.2	6	i	2	-0.8
> O=S(Cc1cc(Oc2ccccc2)nc(-c2ccccc2)n1)c1ccccc1 (stereo not drawn)
  17	11	-1	-4	-0.8	0	i	3	0.7
> CC(C)(CC(=O)O)CC(=O)NCc1c(Cl)cccc1Sc1ccc(Cl)cc1
  2	-5	3	-2	0.2	2	i	1	0.3
> COc1ccc(S(=O)(=O)N2CCCCCC2)cc1C(=O)Nc1cc(C)ccn1
  6	31	-3	1	-0.6	1	i	-2	0.2
> Cc1ccc(NC(=O)COc2ccccc2)cc1Cl
  4	8	2	-1	-0.2	-1	i	-1	·
> O=C1/C(=C\Nc2ccc(OC(F)(F)F)cc2)CCN1c1ncccn1
  -5	-5	3	-3	-0.7	0	i	-5	2.2
> COc1cc(-c2nnc(NC(=O)c3ccco3)o2)cc(OC)c1OC
  -8	-5	3	-10	-0.4	0	i	-9	4.5
> CNC(=O)c1snnc1-c1ccccc1
  12	-10	2	-5	-1.4	-3	i	1	2.0
> CCOc1ccc(-c2ncncc2-c2ccc(OC)cc2)c(O)c1
  -8	8	-2	-11	-1.7	0	i	-1	0.8
